# BRCA1 expr up = activators of BRCA1 expression. MCF7-BRCA1-FFLuc reporter, luminescence, 48 h; response scale: scaled: vehicle 0%, 10 µM genistein 100%. Potency, µM (top dose mostly 46.1 µM), for inactives: top-dose activation, actives largely listed as activators. hit rate 1.1% among 380,000; further: potency means the concentration at half of the fitted maximal effect; nearly all actives have a fitted effect of over 80% in size; some results filed as inactive show a strong effect at the top dose
#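 Luminescence from a BRCA1-driven firefly luciferase in MCF7 cells was read after 48 h compound exposure at 37 C. Data normalized against DMSO and a 10microM genistein activation control, then curve-fitted across the titration.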
# TCR activator = T cell receptor activation | primary human leukocytes, anti-CD3, IL-2 HTRF, 48 h | Potency, µM (top dose mostly 9.22 µM), inactives show at the top dose activation of IL-2 secretion, hits mostly activators | 330,000 tested, under 10 active; further: % of control where 0% means no effect
#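 1) Mix primary human leukocytes, a-CD3 beads and compound. 2) Incubate 48 hr. 3) Add HTRF IL-2 reagents (a-IL-2-K, a-IL-2-d2).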
# PTAP TSG101 blk = blocks PTAP/TSG101 interaction to inhibit HIV-1 budding. Fluorescence polarization, FITC-PTAP peptide / Tsg101 binding. Potency, µM (top dose mostly 115 µM), for inactives: at the top dose activity change, negative = inhibition, most hits filed as inhibitors. 340,000 tested, under 10 active. Q99816; active means well fitted inhibition curve with a large enough effect in the main read-out, with a control signal flat, not every such curve was filed as active; inconclusive means small, poorly fitted or top-dose-only effect, or effect the other way, or a change in a side signal; inactive means no such curve, though single readings can be large or run the other way; further: potency means the concentration at half of the fitted maximal effect; % of control where 0% means no effect
# Target sequence (Q99816 whole entry, looked up): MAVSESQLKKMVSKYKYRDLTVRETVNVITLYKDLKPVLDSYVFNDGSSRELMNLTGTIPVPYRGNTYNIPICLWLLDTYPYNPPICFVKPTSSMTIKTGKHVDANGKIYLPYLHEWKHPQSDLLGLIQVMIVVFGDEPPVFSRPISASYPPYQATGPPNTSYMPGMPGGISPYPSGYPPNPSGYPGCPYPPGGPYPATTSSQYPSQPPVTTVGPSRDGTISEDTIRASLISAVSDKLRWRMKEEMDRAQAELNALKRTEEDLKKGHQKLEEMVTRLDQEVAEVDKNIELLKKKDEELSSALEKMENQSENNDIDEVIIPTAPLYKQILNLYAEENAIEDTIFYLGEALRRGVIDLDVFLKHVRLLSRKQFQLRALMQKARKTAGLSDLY
#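 FP read-out: FITC-PTAP peptide, 50 nM final, binding Tsg101 binding domain, 10 uM final; 20 min, r.t.; 10 mM HEPES pH 7.5, 0.15 M NaCl, 0.01% Tween 20, 3 mM EDTA, 0.1 mM TCEP.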
# a7 integrin act = activators of alpha7 integrin expression for muscular dystrophy. Potency, µM (titrated, usually from 38.3 µM), inactives show top-dose activation, usual class: activators. alpha7betagal myoblasts, beta-gal FDG fluorescence, 48 h. hit rate 0.064% among 350,000;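 further: potency means the concentration at half of the fitted maximal effect; 100% = response of the positive control SU9516; nearly all actives have a fitted effect of over 60% in size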
#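 alpha7betagal+/- myoblasts (passage 13, 250/well) treated 48 h at 37C with compounds at 1:260 dilution of DMSO stock. Lysed, then beta-galactosidase activity read as FDG fluorescence (ex 480/em 540) after 30 min, with pre-read for autofluorescence.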
# Active calls of the source: *; ? = inconclusive; nt = not tested or not shown; & = joins results of further samples; [ ] = remark or other dose. Unless noted, the call rests on the fitted dose curve; in most records, active means well fitted curve in the direction sought with a large enough effect; inconclusive means small, poorly fitted or top-dose-only effect, or another doubt; inactive means no such curve, though single readings can be large; an effect the other way counts as inactive or inconclusive. The list is partial; rates above refer to the full screens.
SMILES,BRCA1 expr up,TCR activator,PTAP TSG101 blk,a7 integrin act
OC[C@H]1O[C@@H](n2cnc3c(NCc4ccco4)ncnc32)[C@H](O)[C@@H]1O,-65.1%,-0.3%,-3.4%,nt
COc1cccc(-c2nc(SC)nc3sc(C(=O)NC(C)(C)C)c(N)c23)c1,0.0%,2.8%,-2.6%,nt
C[N+]1(C)CCCC(OC(=O)C(O)(c2ccccc2)c2ccccc2)C1 (configuration not stated),-4.2%,-4.8%,-1.4%,nt
COc1cccc(CN2C(=O)[C@@H]3Cc4c([nH]c5ccccc45)C(C)(C)N3C2=O)c1,-50.7%,9.1%,-2.6%,nt
Nc1nc(Nc2ccccc2)nc2c1ncn2[C@@H]1O[C@H](CO)[C@@H](O)[C@H]1O,-5.1%,9.3%,-0.2%,nt
Cc1nc(N)c2c(Cc3cccc4ccccc34)nn(C(C)(C)C)c2n1,-21.6%,12.1%,-5.4%,nt
Nc1ccc(S(N)(=O)=O)cc1,17.9%,0.7%,-4.2%,nt
CC(C)CC(=O)C(=O)O,-6.1%&0.0%,1.8%&6.4%,0.9%&0.9%,nt
CN1CCN(CC(=O)N2c3ccc(S(=O)(=O)NCCNC(=O)OC(C)(C)C)cc3C(=O)Nc3cccnc32)CC1,2.0%,-3.9%,-5.8%,nt
COc1nc(-c2ccc3c(c2)OCO3)n(-c2ccc(NC(=O)CSc3ccccc3)cc2)n1,-36.2%,-3.3%,-8.7%,nt
c1ccc2[nH]cnc2c1,0.0%,-7.0%,-3.1%,nt
COc1cc(/C=C/C(=O)O)cc(OC)c1O,-5.0%,1.2%,-0.6%,nt
Cc1nc(Nc2ccc(Br)cc2Br)c([N+](=O)[O-])c(=O)[nH]1,-11.1%,5.0%,-0.5%,nt
CC(=O)N[C@H]1[C@H]([C@H](O)[C@H](O)CO)OC(C(=O)O)=C[C@@H]1O,21.3%,-8.9%,1.7%,nt
COC(=O)CCc1ccc(OCC(O)CNC(C)C)cc1 (configuration not stated),0.0%,1.9%,-0.1%,nt
C[C@]12CC[C@@H]3c4ccc(O)cc4CC[C@H]3[C@@H]1CC[C@@H]2OC(=O)CCC1CCCC1,-16.8%,-3.1%,-0.3%,nt
c1ccc(Nc2nc(N3CCCC3)nc(N3CCOCC3)n2)cc1,-4.7%,-1.8%,-6.0%,nt
Nc1ncnc2c1nc(Sc1ccc(Cl)cc1)n2[C@@H]1O[C@@H]2COP(=O)(O)O[C@H]2[C@H]1O,0.0%,0.7%,0.1%,nt
COc1ccc(Nc2nc(N3CCCC3)nc(N3CCOCC3)n2)cc1,-0.6%,-4.2%,-4.3%,nt
C1N2CN3CN1CN(C2)C3,12.2%,-2.2%,-2.4%,nt
CCN(C(=O)CSc1nnc(COc2ccccc2F)n1N)c1c(N)n(Cc2ccccc2)c(=O)[nH]c1=O,-9.1%,nt,-3.6%,-2.4%
O=C(Cc1ccccc1)NCc1nc2ccccc2[nH]1,10.6%,nt,-15.3%,-18.0%
COc1ccc(C(=O)NCCn2cc(SCC(=O)Nc3nnc(C)s3)c3ccccc32)cc1,12.6µM*,nt,-5.3%,44.2%
CCCCC(=O)Nc1cc(OC)c(NC(=S)Nc2ccc(OC)cc2)cc1OC,3.9%,nt,-0.5%,-28.9%
Nc1nc(NCc2cccs2)nn1-c1ccccc1,?,nt,-4.7%,-5.4%
Cc1ccc(S(=O)(=O)N2CCN(C(=O)COC(=O)CNC(=O)c3ccc(Cl)cc3Cl)CC2)c(C)c1,5.1%,nt,-2.4%,-36.9%
CCOc1ccccc1C(=O)Nc1ccc2nc(N3CCN(c4ncccn4)CC3)cc(C)c2c1,-105.0%,nt,3.1%,-68.8%[inhibitor]
O=C(c1ccc(Cl)cc1)C1CCN(C(=S)Nc2ccccc2)CC1,-4.9%,nt,-12.0%,?
CCOC(=O)C1CCN(C(c2cc3cc(C)cc(C)c3[nH]c2=O)c2nnnn2C2CCCCC2)CC1 (configuration not stated),2.4%,nt,-3.3%,0.6%[7.66 µM]
CCC(NCc1cccnc1)c1ccc(OC)c(OC)c1 (configuration not stated),0.1%,nt,-5.1%,?
COc1ccc(CCNC(=O)c2cc(-c3ccco3)nc3ccccc23)cc1,-0.5%,nt,0.0%,-39.4%
C=C(C)CSC1=C(C#N)C(c2ccccc2)CC(=O)N1 (configuration not stated),1.9%,nt,-3.8%,5.5%
CCCCC(=O)NC(c1cccc([N+](=O)[O-])c1)c1ccc2cccnc2c1O (configuration not stated),-80.8%,nt,-2.0%,-54.2%[inhibitor]
O=C(Nc1ccc(Cl)c(Cl)c1)Nc1cc(C(=O)N2CCOCC2)ccc1N1CCCCC1,-16.6%,nt,?,1.9%
O=C(C1=C(O)C(=O)N(CCN2CCOCC2)C1c1ccccc1)c1cccs1 (configuration not stated),27.7%,nt,-4.9%,23.0%
COc1cc(/C=C2/OC(=O)c3cc([N+](=O)[O-])ccc32)cc(OC)c1OC,4.2%,nt,0.5%,2.8%
CC(=O)NC(c1ccc(Cl)cc1)c1ccc2cccnc2c1O (configuration not stated),-85.3%,nt,-3.2%,-78.4%[inhibitor]
Brc1ccc(-c2nnc(-c3cccnc3)c3conc23)cc1,-84.2%,nt,-5.9%,-7.7%
COc1cccc(-n2c(SCC(=O)N3CCOCC3)nc3c([nH]c4ccccc43)c2=O)c1,3.7%,nt,-2.6%,-18.8%
COc1ccccc1N(C)S(=O)(=O)c1ccc(C(=O)NCC(c2ccco2)N2CCCCC2)cc1 (configuration not stated),-5.2%,nt,-11.5%,-2.3%

# Reprinted from the entries so far (18 entries):
SMILES,BRCA1 expr up,TCR activator,PTAP TSG101 blk,a7 integrin act
COc1ccc(C(=O)NCCn2cc(SCC(=O)Nc3nnc(C)s3)c3ccccc32)cc1,12.6µM*,nt,-5.3%,44.2%
CCCCC(=O)Nc1cc(OC)c(NC(=S)Nc2ccc(OC)cc2)cc1OC,3.9%,nt,-0.5%,-28.9%
Nc1nc(NCc2cccs2)nn1-c1ccccc1,?,nt,-4.7%,-5.4%
Cc1ccc(S(=O)(=O)N2CCN(C(=O)COC(=O)CNC(=O)c3ccc(Cl)cc3Cl)CC2)c(C)c1,5.1%,nt,-2.4%,-36.9%
CCOc1ccccc1C(=O)Nc1ccc2nc(N3CCN(c4ncccn4)CC3)cc(C)c2c1,-105.0%,nt,3.1%,-68.8%[inhibitor]
O=C(c1ccc(Cl)cc1)C1CCN(C(=S)Nc2ccccc2)CC1,-4.9%,nt,-12.0%,?
CCOC(=O)C1CCN(C(c2cc3cc(C)cc(C)c3[nH]c2=O)c2nnnn2C2CCCCC2)CC1 (configuration not stated),2.4%,nt,-3.3%,0.6%[7.66 µM]
CCC(NCc1cccnc1)c1ccc(OC)c(OC)c1 (configuration not stated),0.1%,nt,-5.1%,?
COc1ccc(CCNC(=O)c2cc(-c3ccco3)nc3ccccc23)cc1,-0.5%,nt,0.0%,-39.4%
C=C(C)CSC1=C(C#N)C(c2ccccc2)CC(=O)N1 (configuration not stated),1.9%,nt,-3.8%,5.5%
CCCCC(=O)NC(c1cccc([N+](=O)[O-])c1)c1ccc2cccnc2c1O (configuration not stated),-80.8%,nt,-2.0%,-54.2%[inhibitor]
O=C(Nc1ccc(Cl)c(Cl)c1)Nc1cc(C(=O)N2CCOCC2)ccc1N1CCCCC1,-16.6%,nt,?,1.9%
O=C(C1=C(O)C(=O)N(CCN2CCOCC2)C1c1ccccc1)c1cccs1 (configuration not stated),27.7%,nt,-4.9%,23.0%
COc1cc(/C=C2/OC(=O)c3cc([N+](=O)[O-])ccc32)cc(OC)c1OC,4.2%,nt,0.5%,2.8%
CC(=O)NC(c1ccc(Cl)cc1)c1ccc2cccnc2c1O (configuration not stated),-85.3%,nt,-3.2%,-78.4%[inhibitor]
Brc1ccc(-c2nnc(-c3cccnc3)c3conc23)cc1,-84.2%,nt,-5.9%,-7.7%
COc1cccc(-n2c(SCC(=O)N3CCOCC3)nc3c([nH]c4ccccc43)c2=O)c1,3.7%,nt,-2.6%,-18.8%
COc1ccccc1N(C)S(=O)(=O)c1ccc(C(=O)NCC(c2ccco2)N2CCCCC2)cc1 (configuration not stated),-5.2%,nt,-11.5%,-2.3%

# Later entries:
SMILES,BRCA1 expr up,TCR activator,PTAP TSG101 blk,a7 integrin act
CSc1nc(C)cc(OCCNS(=O)(=O)c2ccc(C)cc2)n1,4.1%,nt,-4.9%,0.0%[7.66 µM]
O=C(CSc1nc2ccccc2c(=O)n1CC1CCCO1)N1CCN(c2ccccc2)CC1 (configuration not stated),-52.4%,nt,-0.9%,4.3%[7.66 µM]
COc1ccccc1CNC(=O)c1cc(-c2ccccc2)nn1CC1CC(c2cccc([N+](=O)[O-])c2)=NO1 (configuration not stated),-16.0%,-8.6%,nt,15.2%
CNC(=O)c1c(NC(=O)c2ccc(N3C(=O)CCC3=O)cc2)sc2c1CCC(C)C2 (configuration not stated),-27.9%,-5.0%,nt,-7.9%
O=C(NCc1ccccc1)C1=C[C@@H](c2ccc3c(c2)OCO3)C[C@@H](OCc2ccc(CO)cc2)O1,-6.3%,0.2%,nt,34.0%
COC(=O)C1=C(C(=O)OC)[C@@H]2N(C)c3ccccc3[C@@]23C[C@@H](C(=O)OC)N(C(=O)c2ccco2)C3=N1,-11.1%,-0.2%,nt,0.0%
COc1ccc(-c2noc3c2-c2nc(-c4ccc(C)cc4)sc2CC3)cc1,0.0%,4.9%,nt,8.6%
CC1(c2nnc(-c3cccc(Cl)c3)o2)CC(c2ccc(Br)cc2)=NO1 (configuration not stated),-2.5%,3.7%,nt,-28.3%
COc1ccc(C(=O)c2c(-c3ccc(OC)cc3)oc3ccc(-c4cc(OC)c(OC)c(OC)c4)cc23)cc1,-2.6%,1.3%,nt,4.2%
Clc1ccc(-n2nnc(-c3ncc[nH]3)n2)cc1Cl,57.5%,-3.2%,nt,0.7%
C#CCOCCOCCOCCNc1nc(N2CCN(C(=O)[C@H](C(C)C)n3cc(CCO)nn3)CC2)nc(N2CCN(C(=O)[C@H](Cc3ccc(O)cc3)n3cc(CCO)nn3)CC2)n1,4.4%,-5.4%,nt,17.5%
Cc1sc2ncnc(N3CCN(S(=O)(=O)c4ccc(Br)cc4)CC3)c2c1C,-31.7%,-5.0%,nt,-13.1%
COc1cc2sc3ccc(-c4ccc(N(C)C)nc4)cc3c(=O)c2cc1OC,?,5.2%,nt,-1.6%
COC(=O)C1=C(C(=O)OC)[C@@H]2N(Cc3ccccc3)c3ccccc3[C@@]23C[C@@H](C(=O)OC)N(C(=O)C2CCC2)C3=N1,-3.8%,-7.9%,nt,-8.9%
O=[N+]([O-])c1cccc(S(=O)(=O)Nc2ccc(S(=O)(=O)Nc3nccs3)cc2)c1,-1.3%,-11.5%,nt,-10.8%
Cc1ccc(Cn2c(C3CCCN3c3nc(-c4ccc(F)cc4)cs3)nc3cc(C(F)(F)F)ccc32)cc1 (configuration not stated),0.0%,-2.8%,nt,-20.3%
Nc1c(Cl)cc(-c2csc(N3CCCC3c3nc4cc(Cl)c(Cl)cc4n3CCCO)n2)cc1Cl (configuration not stated),-43.3%,10.2%,nt,-12.7%

# Screening results (PubChem)
